AmpC detergent: AmpC beta-lactamase inhibition with detergent present; AID 485294; Potency, µM (highest dose often 114 µM), for the others: at the top dose activity change, negative = inhibition, usual class: inhibitors; 370,000 compounds, 0.041% hits; AmpC hydrolysis of nitrocefin, absorbance 480 nm, 0.01% Triton;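 further: potency means the concentration at half of the fitted maximal effect; 0% = no-compound wells and -100% = no-enzyme wells; nearly all actives have a fitted effect of over 25% in size; some results filed as inactive show a strong effect at the top dose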
Target sequence (P00811 whole entry, looked up): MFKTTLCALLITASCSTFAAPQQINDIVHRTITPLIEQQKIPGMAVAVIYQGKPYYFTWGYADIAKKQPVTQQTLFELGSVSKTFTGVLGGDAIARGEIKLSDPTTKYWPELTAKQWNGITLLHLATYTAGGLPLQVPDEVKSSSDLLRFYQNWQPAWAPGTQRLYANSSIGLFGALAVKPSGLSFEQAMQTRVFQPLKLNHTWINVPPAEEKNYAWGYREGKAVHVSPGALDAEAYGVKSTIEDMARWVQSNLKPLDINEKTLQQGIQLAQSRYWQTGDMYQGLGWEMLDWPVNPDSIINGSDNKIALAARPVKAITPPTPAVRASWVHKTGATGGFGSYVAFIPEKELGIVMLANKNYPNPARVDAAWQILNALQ
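AmpC (5.3 nM in the dispensed reagent) in 20 mM phosphate pH 7.0 with 0.01% (detergent screen) or 0.0001% Triton X-100 was preincubated with compounds for 15 min at room temperature. Nitrocefin was then added from an 800 uM solution, and hydrolysis was followed at 480 nm.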
AMA1-RON2 inh: disrupts binding of P. falciparum AMA1 to RON2. AlphaScreen AMA1-biotinylated RON2 peptide binding. Potency, µM (titrated, usually from 58.2 µM), for inactives: at the highest dose activity change, negative = inhibition, hits mostly inhibitors. 360,000 compounds, 0.2% hits. AID 720542;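 further: potency means the concentration at half of the fitted maximal effect; 0% = vehicle wells and -100% = peptide control; nearly all actives have a fitted effect of over 45% in size; some results filed as inactive show a strong effect at the top dose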
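AMA1 (3D7) with his tag at 25 nM final met compounds first, then biotinylated RON2 peptide at 25 nM; detection used donor plus acceptor beads, 10 µg/mL apiece, read by AlphaScreen after 30 min at room temperature.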
Sm TGR inh: S. mansoni TGR enzyme inhibition; Q962Y6; 360,000 compounds, 3% hits; Potency, µM (doses to about 114 µM), for inactives: top-dose activity change, negative = inhibition, actives largely listed as inhibitors; AID 485364; purified TGR, DTNB reduction, TNB absorbance 405 nm; further: potency means the concentration at half of the fitted maximal effect; nearly all actives have a fitted effect of over 60% in size
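First, TGR (20 nM dispensed) and NADPH were mixed with compound. Second, a 15 min room-temperature incubation followed. Third, further NADPH and then DTNB were added to start the reaction. Finally, TNB absorbance was monitored kinetically.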
AmpC no deterg: inhibitors of E. coli AmpC beta-lactamase without detergent; P00811; AmpC nitrocefin hydrolysis, absorbance 480 nm, 0.0001% Triton; Potency, µM (doses to about 57.1 µM), for the others: at the top dose activity change, negative = inhibition, hits mostly inhibitors; 330,000 compounds, 0.52% hits; AID 485341;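 further: potency means the concentration at half of the fitted maximal effect; plate controls were no compound for no effect and no enzyme for full effect; nearly all actives have a fitted effect of over 20% in size; some results filed as inactive show a strong effect at the top dose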
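AmpC (5.3 nM in the dispensed reagent) in 20 mM phosphate pH 7.0 with 0.01% (detergent screen) or 0.0001% Triton X-100 was preincubated with compounds for 15 min at room temperature. Nitrocefin was then added from an 800 uM solution, and hydrolysis was followed at 480 nm.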
LmPK inh: inhibitors of Leishmania mexicana pyruvate kinase; Q27686; purified LmPK, Kinase-Glo ATP luminescence, 1 h; Potency, µM (titrated, usually from 57.5 µM), for inactives: top-dose activity change, negative = inhibition, most hits filed as inhibitors; 290,000 compounds, 0.37% hits; AID 1721; further: potency means the concentration at half of the fitted maximal effect
Target sequence (Q27686 whole entry, looked up): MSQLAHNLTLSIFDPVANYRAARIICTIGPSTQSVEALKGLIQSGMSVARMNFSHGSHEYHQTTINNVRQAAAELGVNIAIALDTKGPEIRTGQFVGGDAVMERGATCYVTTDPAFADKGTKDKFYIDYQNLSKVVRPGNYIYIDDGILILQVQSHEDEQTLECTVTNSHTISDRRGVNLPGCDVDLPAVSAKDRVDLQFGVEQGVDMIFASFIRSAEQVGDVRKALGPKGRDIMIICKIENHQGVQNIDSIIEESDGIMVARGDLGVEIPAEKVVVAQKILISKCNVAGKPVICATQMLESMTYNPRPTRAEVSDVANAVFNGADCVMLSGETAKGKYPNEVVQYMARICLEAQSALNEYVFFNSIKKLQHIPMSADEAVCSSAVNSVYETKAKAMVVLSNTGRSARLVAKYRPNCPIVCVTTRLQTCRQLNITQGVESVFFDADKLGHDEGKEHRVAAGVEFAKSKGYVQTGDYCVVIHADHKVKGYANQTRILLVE
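Purified LmPK (0.1 nM) with 0.5 mM PEP and 0.1 mM ADP in imidazole buffer pH 7.2 with MgCl2/KCl, 1 h at room temperature. ATP formed was read by luciferase luminescence and normalized to no-enzyme and uninhibited controls.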
TbPYK inhibitor: inhibitors of Trypanosoma brucei pyruvate kinase; Potency, µM (series often up to 76.8 µM), without a hit: at the top dose activity, negative = inhibition, most hits filed as inhibitors; 410,000 compounds, 0.12% hits; TbPYK enzyme, Kinase-Glo Plus ATP luminescence, 45 min; AID 624173; Q57TT1; further: potency means the concentration at half of the fitted maximal effect; nearly all actives have a fitted effect of over 50% in size
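ADP (130 uM final) triggers the TbPYK reaction after compound addition; incubation is 45 min at room temperature. Kinase-Glo Plus is then added and luminescence imaged. Normalized data are fitted to concentration-effect curves.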
HCMV inh: inhibitors of human cytomegalovirus; HFF cells, HCMV-luciferase reporter, 72 h; stronger effect = lower value; activity change, negative = inhibition, % at 57.5 µM; 410,000 compounds, 4.5% hits; AID 1259415; in the data active means activity change below about -60%; inconclusive means no clear call, values can overlap the other calls; inactive means above about -39%
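Compounds were evaluated in HFFs infected with an HCMV luciferase reporter virus (MOI 1 PFU/cell). Luciferase in lysates collected 72 h post infection served as the replication measure.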
Active calls of the source: *; ? = inconclusive; / = not tested or not shown; & = joins results of further samples; [ ] = dose if it differs, or a comment. Unless noted, the call rests on the fitted dose curve; in most records, active means well fitted curve in the direction sought with a large enough effect; inconclusive means small, poorly fitted or top-dose-only effect, or another doubt; inactive means no such curve, though single readings can be large; an effect the other way counts as inactive or inconclusive. Unless noted, on the % scale 0 is the no-effect control and ±100 the full control effect. Rows were taken by chance; any-hit rate near 7.4%.

Every second line gives: TbPYK inhibitor, AmpC detergent, AMA1-RON2 inh, LmPK inh, HCMV inh, AmpC no deterg, Sm TGR inh
- Cc1cccc(C)c1NC(=S)NC1CCCCC1
→ -9%, -1%, -13%, -3%, 8, -13%, -4%
- Cn1c(C(=O)O)cnc1Sc1ncc(C(F)(F)F)cc1Cl
→ -19%, 3%, 9%, 6%, -27, -19%, 5%
- COC(=O)[C@H](CCSC)NC(=O)Nc1ccc(C)c(C)c1
→ 0%, ?, 3%, 2%, 56, -2%, 0%
- CC(C)[C@H](NC(=O)[C@@H]1CSCN1C(=O)OC(C)(C)C)C(=O)NCC1CCC(C(=O)O)CC1 (stereo not given in full)
→ -2%, -12%&-9%, 2%, 5%&4%, 7, -10%&-17%, -4%&-1%
- CC1=C(C(=O)Nc2ccccc2C)C(c2ccc(C)o2)n2c(s/c(=C/c3ccccc3)c2=O)=N1 (stereo not given)
→ 7%, 3%, -11%, -3%, 2, -23%, -15%
- Nc1cc(N)nc(SCCN2CCCCC2)n1
→ -4%, -8%, -2%, -2%, 52, -6%, 2%
- CC(=O)Nc1ccc(Nc2nc(C)c([N+](=O)[O-])c(Nc3ccc(NC(C)=O)cc3)n2)cc1
→ 2%, ?, 13%[2.32 µM], -3%, 26, -39%, -16%
- Oc1ccc(-c2nc(-c3ccc(F)cc3)c(-c3ccncc3)[nH]2)cc1
→ 7%, ?, -1%, /, -9, -31%, -11%
- CCOC(=O)C1CCN(C(=O)CC2C(=O)N(Cc3ccccc3)C(C)c3nc4ccccc4n32)CC1 (stereo not given)
→ 2%, ?, -8%, -1%, 1, 86%[activator], 0%
- CNC(=O)c1c[nH]c2ccc(S(=O)(=O)Nc3ccccc3F)cc2c1=O
→ -17%, ?, 3%, 2%, 84, -11%, 18%
- CN(C)S(=O)(=O)c1cccc(NC(=O)COC(=O)c2ccc3c(c2)OCO3)c1
→ 0%, -14%, 10%, 6%, 5, -43%, -4%
- O=C(NCc1ccco1)C(c1ccc(F)cc1)N(CC1CCCO1)C(=O)Cn1nnc2ccccc21 (stereo not given)
→ 3%, -2%, 0%, 13%, 85, -13%, 6%
- CCOc1ccccc1NC(=O)CSc1n[nH]c(N)n1
→ -2%, 9%, -12%, 1%, -22, -7%, 5%
- O=C(NCCCN1CCCC1)Nc1ccc(F)cc1
→ 2%, 0%, -2%, 2%, 21, -11%, 6%
- Cc1ccc2c(Cl)cc(Cl)c(OCC(=O)O)c2n1
→ 1%, -18%, 0%, 1%, -29, -6%, -6%
- CCC1Oc2ccc(C)cc2N(CC(=O)N2CCCC2)C1=O (stereo not given)
→ 2%, -1%, 12%, 0%, -5, 9%, 17%
- COc1ccc(/C=N/Nc2nc(N3CCCCC3)nc(N3CCCCC3)n2)cc1[N+](=O)[O-]
→ 9%, -7%, -30%, 2%, -74*, -30%, -3%
- CCN(CC)CCN1C(=O)C(=O)/C(=C(/O)c2c(C)[nH]c(C(=O)OC)c2C)C1c1ccc(OC)cc1 (stereo not given)
→ -7%, ?, 2%, 4%, 6, -33%, -25%
- CCOc1cc(C2Sc3ccccc3NC3=C2C(=O)c2ccccc23)ccc1O (stereo not given)
→ -3%, 3%, /, /, ?, /, 2%
- Clc1ccc(CNc2nc3ccccc3c3nc(-c4cccnc4)nn23)cc1
→ -2%, 23%, /, /, -12, /, 0%
- Cc1cc(C(=O)NCCc2ccc(Cl)cc2)c2c(C)nn(-c3ccccc3)c2n1
→ 2%, 19%, /, /, 18, /, 1%
- CCOC(=O)C1CCN(C(=O)c2ccc(OCC(=O)Nc3cccc(C(F)(F)F)c3)c(OC)c2)CC1
→ 3%, -15%, -17%, /, -70*, 212%[activator], -3%
- CCC(=O)N/N=C/c1ccc(OS(=O)(=O)c2ccccc2)cc1
→ -2%, -8%, 5%, 2%, 104, -10%, -19%
- O=C(C1=C[C@@H](c2coc3ccccc3c2=O)C[C@@H](OCc2ccc(CO)cc2)O1)N1CCN(Cc2ccccc2)CC1
→ 1%, 12%, 0%, -1%, /, 122%[activator], -2%
- Cc1nn(C(C)C(=O)N2CCCC2)c(=O)c2nn(-c3ccccc3)c(C)c12 (stereo not given)
→ 4%, -2%, 1%, -15%, -27, 7%, 2%
- COc1ccc(CN(CC2CCC(C(=O)O)CC2)C(=S)Nc2cc(C)cc(C)c2)cc1 (stereo not given)
→ -7%, -11%, 30%[activator], 9%, -25, -9%, 3%
- Cc1ccccc1C(=O)NCC(=O)OC(C)C(=O)NCc1ccco1 (stereo not given)
→ -14%, -19%, 0%, /, -22, -17%, 1%
- O=[N+]([O-])c1cc(/C=N\Nc2ccccn2)ccc1Cl
→ -1%, 1%, -1%, 0%, -8, -25%, -6%
- O=C1C2C3C=CC(C4CC34)C2C(=O)N1/N=C/c1ccc(-c2ccc(F)cc2[N+](=O)[O-])o1 (stereo not given)
→ -3%, -1%, ?, 6%, -13, -11%, -21%
- Cc1ccc2nc(-c3ccncc3)cc(C(=O)Nc3ccc(OC(F)F)cc3)c2c1
→ 2%, -8%, -14%, 0%, -4, 27%, -13%
- O=C(/C=C/c1ccc2c(c1)OCO2)NCCS(=O)(=O)N1CCN(c2ccccc2)CC1
→ -3%, /, 10%, /, 5, /, /
- O=C(CN1CC(c2ccccc2)CC1=O)OCc1ccccc1F (stereo not given)
→ -8%, -3%, 9%, 5%, ?, -2%, 0%
- COCCCNC(=O)CSc1nc2c(sc3ccccc32)c(=O)n1CCCC(=O)NCC1CCCO1 (stereo not given)
→ 6%, 5%, -7%, 2%, -29, 2%, 5%
- CC(Sc1nc2ccccc2[nH]1)C(=O)O (stereo not given)
→ -1%, 1%, -14%, 5%, -14, -13%, -3%
- COCCNc1nnc(SCC(=O)NNC(=O)c2ccc([N+](=O)[O-])cc2)s1
→ -2%, -13%, 122%[activator], /, -17, -1%, -9%
- Cc1n[nH]c(=O)c2c(NC(=O)CSc3ccccc3Cl)oc(C)c12
→ -7%, -5%, -1%, /, ?, -17%, ?
- COC(=O)CN1C(=O)S/C(=C/c2cc(C)n(C)c2C)C1=O
→ -3%, 6%, -1%, 1%, 32, -4%, ?
- CCCN(CCC)C(=O)c1c[nH]c2ccc(S(=O)(=O)Nc3cc(C)cc(C)c3)cc2c1=O
→ 2%, 1%, /, /, 11, /, 2%
- O=C(CN1C(=O)NC2(CCCc3ccccc32)C1=O)NCc1cccs1 (stereo not given)
→ 1%, ?, 0%, /, -21, -6%, 5%
- CCSC1=C(C#N)C(c2ccc3c(c2)OCO3)C2=C(CCCC2=O)N1 (stereo not given)
→ -8%, 0%, 1%, 1%, 20, -19%, -3%
- Cc1sc2nc(CN3CCOCC3)nc(NS(=O)(=O)c3cc(Cl)ccc3Cl)c2c1C
→ -7%, -22%, 13%, /, -106*, 32%, -10%
- CCC1(C)Cc2c(sc3nc4n(c(=O)c23)CCS4)CO1 (stereo not given)
→ ?, ?, 2%, 1%, -15, -12%, -21%
- CCOc1ccc(C(C)NC(=O)Cc2ccccc2)cc1OCC (stereo not given)
→ -9%, 4%, -14%, 0%, -1, -11%, 8%
- Cc1cc(C)c2c(=O)n(CC(=O)N3CCC(N4CCCCC4)CC3)sc2n1
→ ?, 56µM*, 0%, -5%, -30, 20µM*, -28%
- CCOc1ccc(C(=O)N2CCN(c3ccccn3)CC2)cc1
→ -1%, -8%, 0%, -7%, 29, 3%, -11%
- Cc1cccc(C(C)C)c1NC(=O)COC(=O)CN1C(=O)C2CC=CCC2C1=O (stereo not given)
→ -3%, 0%, 4%, /, -8, 1%, 0%
- CC1CC1C(=O)OCC(=O)NNC(=O)COc1ccc(Br)cc1 (stereo not given)
→ 0%, -8%, 144%[activator], /, -23, -17%, 15%
- O=C(/C=C/c1ccccc1)c1c(O)n(CCc2ccccc2)c(=O)[nH]c1=O
→ -12%, -2%, 7%, 2%, -4, -8%, -22%
- CC(=O)NCc1ccc(C(=O)CSc2nnc(C3CC3)n2C2CC2)cc1
→ -1%, 4%, 4%, /, 22, -1%, -22%
- COc1ccc(NS(=O)(=O)c2ccc3c(c2)C(C(C)C)C(=O)N3)cc1 (stereo not given)
→ 2%, 3%, /, /, -29, /, 0%
- CCCCCCCN(C(=O)CCl)c1cccc(C)c1
→ -7%, -9%, 38%[activator], 0%, -86*, -12%, ?
- O=C(Cc1ccccc1)Nc1ccccc1Oc1ccccc1
→ 0%, 0%, 2%, 1%, -36, -30%, 7%
- O=C(NC1CCCCCCC1)C1c2ccccc2C(=O)N1Cc1cccs1 (stereo not given)
→ -7%, 1%, -3%, 7%, -29, -29%, 2%
- Cc1ccc(NC(=O)CSc2nc3ccc(Nc4nc(N5CCOCC5)nc(N5CCOCC5)n4)cc3s2)cc1
→ 2%, -3%, -3%, -6%, -9, 14%, -1%
- CCOC(=O)c1sc(NC(=O)CSc2n[nH]c(C)n2)nc1C
→ 8%, 4%, -1%, -6%, ?, -8%, 13%

Arranged by molecular weight (falling): some entries from above
Every second line gives: TbPYK inhibitor, AmpC detergent, AMA1-RON2 inh, LmPK inh, HCMV inh, AmpC no deterg, Sm TGR inh
- Cc1sc2nc(CN3CCOCC3)nc(NS(=O)(=O)c3cc(Cl)ccc3Cl)c2c1C
→ -7%, -22%, 13%, /, -106*, 32%, -10%
- O=C(/C=C/c1ccccc1)c1c(O)n(CCc2ccccc2)c(=O)[nH]c1=O
→ -12%, -2%, 7%, 2%, -4, -8%, -22%
- CCOC(=O)c1sc(NC(=O)CSc2n[nH]c(C)n2)nc1C
→ 8%, 4%, -1%, -6%, ?, -8%, 13%
- COC(=O)CN1C(=O)S/C(=C/c2cc(C)n(C)c2C)C1=O
→ -3%, 6%, -1%, 1%, 32, -4%, ?
- O=C(Cc1ccccc1)Nc1ccccc1Oc1ccccc1
→ 0%, 0%, 2%, 1%, -36, -30%, 7%
- CC(Sc1nc2ccccc2[nH]1)C(=O)O (stereo not given)
→ -1%, 1%, -14%, 5%, -14, -13%, -3%
